# Screening data (PubChem)
# STK33 inh – human STK33 kinase inhibition; AID 2661; purified STK33, MBP phosphorylation, ADP-Glo luminescence; Q9BYT3; 0.073% of 320,000 active; inhibition, % at 10 µM;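 active = inhibition at or above 25%, using the most active replicate where run in duplicate; inactive = inhibition below 25%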
# Target sequence (Q9BYT3 whole entry, looked up): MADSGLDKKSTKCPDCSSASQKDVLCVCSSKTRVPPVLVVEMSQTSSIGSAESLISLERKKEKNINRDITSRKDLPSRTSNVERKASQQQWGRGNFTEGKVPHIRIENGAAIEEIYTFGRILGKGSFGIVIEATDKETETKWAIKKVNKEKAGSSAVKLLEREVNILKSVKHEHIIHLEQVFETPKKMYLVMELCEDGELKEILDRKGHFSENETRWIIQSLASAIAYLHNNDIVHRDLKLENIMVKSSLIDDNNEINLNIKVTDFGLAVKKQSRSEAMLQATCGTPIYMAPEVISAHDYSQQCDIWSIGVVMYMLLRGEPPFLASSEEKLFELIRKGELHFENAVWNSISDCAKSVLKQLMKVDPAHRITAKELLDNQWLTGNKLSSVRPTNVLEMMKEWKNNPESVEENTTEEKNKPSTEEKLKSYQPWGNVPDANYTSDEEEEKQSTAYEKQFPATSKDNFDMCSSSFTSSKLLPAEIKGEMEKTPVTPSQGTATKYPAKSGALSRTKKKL
# OX1R FRET antag – antagonists of human orexin 1 receptor (OX1R). OX1R-expressing cells, FRET antagonist read-out. inhibition, % at 6.6 µM. 1.8% of 330,000 active. O43613. AID 485270; in the data active = inhibition mostly above about 38%, no sharp cut-off; inactive = mostly below about 40%;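 also: 0% = agonist challenge alone and 100% = reference antagonist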
# Target sequence (O43613 whole entry, looked up): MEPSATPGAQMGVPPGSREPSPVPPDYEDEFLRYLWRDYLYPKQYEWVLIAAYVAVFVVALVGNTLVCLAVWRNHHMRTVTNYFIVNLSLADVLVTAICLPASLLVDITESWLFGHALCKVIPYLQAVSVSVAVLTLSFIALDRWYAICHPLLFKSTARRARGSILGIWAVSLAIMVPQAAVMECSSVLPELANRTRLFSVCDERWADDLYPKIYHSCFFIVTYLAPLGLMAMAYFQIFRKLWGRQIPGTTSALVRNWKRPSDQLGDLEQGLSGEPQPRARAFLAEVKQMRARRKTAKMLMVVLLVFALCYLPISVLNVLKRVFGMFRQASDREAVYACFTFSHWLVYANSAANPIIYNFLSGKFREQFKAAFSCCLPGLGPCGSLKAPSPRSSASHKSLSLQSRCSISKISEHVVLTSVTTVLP
# KCNQ2 block – KCNQ2 potassium channel inhibitors, primary screen, cell-based, CHO-K1, FluxOR thallium flux, B-score (AID 2156). B-score at 10 µM. O88943. 1.1% of 310,000 active. 20 min; hits give low values;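 active = fluorescence ratio B-score at most minus 3 library SDs, with starting brightness B-score within 2 library SDs, cut at about -5.5 in these data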
# * marks the source's active call; other numbers are inactive results; i = inactive; . = no result given.
SMILES,STK33 inh,OX1R FRET antag,KCNQ2 block
Cc1cccc(NC2=Nc3ccccc3N3C2=Nc2c(c(C)nn2-c2ccccc2)C3c2ccc(O)c(O)c2)c1 (stereo not drawn),-0.6,-3,i
COc1ccc(/C=N/Nc2nc(-c3ccc(C)cc3)c(NC(C)=O)s2)cc1OC,-0.7,14,i
Nc1nnnn1/N=C/c1ccco1,-1.6,11,i
O=C(O)CCC(=O)N1CCc2cc(S(=O)(=O)N3CCC(Cc4ccccc4)CC3)ccc21,-0.9,5,i
CCN(CCO)Cc1csc2cccc(Br)c12,-0.6,19,i
Cc1ccc(NC(=O)CSc2nnc(CCCCCNC(=O)OC(C)(C)C)o2)c(C)c1,-2.8,18,i
COc1cc(/C=C/C(=O)OCC(=O)NCc2ccco2)ccc1OCC#N,1.0,16,i
Cc1ccc(C2=NN(CC(=O)NCCC(C)C)C(=O)CC2)cc1,0.1,20,i
OCCC1CN(Cc2nc3c(s2)CCCC3)CCN1Cc1ccccc1 (stereo not drawn),-1.4,22,i
Cc1ccc2c(C)c(C(=O)N(Cc3ccc(N(C)C)cc3)C3CCS(=O)(=O)C3)oc2c1 (stereo not drawn),-2.1,-2,i
Cc1ccc(N2CC(C(=O)NC3=NCCS3)CC2=O)cc1C (stereo not drawn),1.0,17,i
CC(=O)c1cccc(NC(=O)Cc2ccc3c(c2)CCCC3)c1,-1.0,20,i
Cc1cccc(NS(=O)(=O)c2c(C)noc2C)c1,-2.5,7,i
Cc1ccc(S(=O)(=O)Nc2c(C)n(C)n(-c3ccccc3)c2=O)cc1C(=O)OCC(=O)N1CCCC(C)C1 (stereo not drawn),-2.3,3,i
CCCN(CC(=O)Nc1ccccc1C)C(=O)c1ccc(Cl)c(S(=O)(=O)N2CCCC2)c1,1.1,10,i
NNC(=O)Cn1c2ccccc2c2ccccc21,-0.9,16,i
Cc1ccc(S(=O)(=O)N2CCC(C(=O)N(C)C3CCS(=O)(=O)C3)CC2)cc1 (stereo not drawn),1.0,14,i
Cn1c(N2CCOCC2)c(/C=N/OC(=O)c2ccc(F)cc2)c2ccccc21,-1.1,7,i
Oc1cccc(Nc2ncnc3c2oc2ccccc23)c1,2.7,6,i
Cc1ccc([N+](=O)[O-])cc1NC(=O)c1cccs1,-0.3,26,i
COc1ccc(C)cc1NC(=O)CSc1nnc(CC(=O)Nc2cccc(C(F)(F)F)c2)n1C,.,9,i
Cc1[nH]c2ccccc2c1C(=O)COC(=O)c1ccc2c(=O)n3c(nc2c1)CCC3,-0.8,2,i
Cc1cc(C(=O)N(Cc2nnc(-c3ccc(Cl)cc3)o2)C(C)C)c2ccccc2n1,-1.8,4,.
Cc1cc(O)cc(=O)n1C,-0.7,15,i
CCCCN(CCCNC(=O)CN1C(=O)COc2ccccc21)c1ccccc1,0.1,14,i
c1ccc(-c2ccc(OCCN3CCOCC3)cc2)cc1,-0.2,5,i
CC(O)CNC(=S)Nc1ccccc1 (stereo not drawn),-1.1,4,i
O=C(c1ccccc1NS(=O)(=O)c1ccc(F)cc1)N1CCOCC1,-0.5,-5,i
CCc1c(C)[nH]n(CCC#N)c1=O,-0.1,8,i
Cc1ccc(C)c(NC(=O)CN(C)C(=O)c2ccc(Cl)nc2)c1,0.6,11,i
CCOc1ccc(S(=O)(=O)N(CC)CC(=O)NCc2ccccn2)cc1C,-0.9,15,i
CC(=O)CSc1nsc(SCC(C)=O)c1C#N,-1.2,6,i
COc1ccc(OC)c(NC(=O)C2CC2c2ccccc2)c1 (stereo not drawn),.,13,i
COc1ccccc1CNC(=O)C(NC(=O)c1ccccc1C)C(C)C (stereo not drawn),0.0,12,i
C=CCOc1ccc(C=Nc2ccc(OC)cc2)c(O)c1,-0.4,28,i
COc1ccc(C(=O)C(C)OC(=O)c2cccc(S(=O)(=O)Nc3c(C)n(C)n(-c4ccccc4)c3=O)c2)cc1 (stereo not drawn),-0.1,41*,.
COc1ccc2nc(SCC(=O)Nc3ccc4c(c3)OCCO4)[nH]c2c1,2.3,8,i
COC(=O)c1sccc1NC(=O)c1ccncc1,1.3,15,i
Cc1ccc(S(=O)(=O)N[C@H](C(=O)OCn2nnc3ccccc3c2=O)C(C)C)cc1,1.9,6,i
Cc1ccc(-c2cc(C(=O)N3CCCC3)no2)cc1,-0.3,8,i
CCOc1ccc(S(=O)(=O)NCCC(=O)Nc2ccncc2)cc1,-0.1,8,i
CCN(C(=O)COC(=O)c1ccc(N2C(=O)c3ccccc3C2=O)cc1)C1CCS(=O)(=O)C1 (stereo not drawn),-1.2,21,i
CCNc1nc(SC(C)C(=O)Nc2ccccc2)nc(N(C)C)n1 (stereo not drawn),2.4,35,i
O=C(NC(=S)N1CCCCC1CO)C12CC3CC(CC(C3)C1)C2 (stereo not drawn),-0.5,1,i
CC(=O)Nc1ccc(OCC(O)CN2CCN(Cc3ccccc3)CC2)cc1 (stereo not drawn),-0.5,8,i
COc1ccc(-c2nnc(-c3ccc(N(C)C)cc3)o2)cc1,7.2,6,i
CC(=O)c1cccc(NC(=O)NCCS(C)=O)c1 (stereo not drawn),-0.6,12,i
CNC(=S)Nc1sc2c(c1C(=O)OC)CCC2,-2.3,6,i
Cc1cc(-c2ccccc2)c(C#N)c(=S)[nH]1,-0.6,12,i
O=C(Cc1ccccc1Cl)Nc1cccc(S(=O)(=O)N2CCCCCC2)c1,0.3,13,.

# Some of these compounds in order of SMILES length, lowest first:
SMILES,STK33 inh,OX1R FRET antag,KCNQ2 block
COC(=O)c1sccc1NC(=O)c1ccncc1,1.3,15,i
CNC(=S)Nc1sc2c(c1C(=O)OC)CCC2,-2.3,6,i
CC(=O)c1cccc(NC(=O)NCCS(C)=O)c1 (stereo not drawn),-0.6,12,i
Cc1cc(-c2ccccc2)c(C#N)c(=S)[nH]1,-0.6,12,i
C=CCOc1ccc(C=Nc2ccc(OC)cc2)c(O)c1,-0.4,28,i
COc1ccc(OC)c(NC(=O)C2CC2c2ccccc2)c1 (stereo not drawn),.,13,i
COc1ccc(-c2nnc(-c3ccc(N(C)C)cc3)o2)cc1,7.2,6,i
CCOc1ccc(S(=O)(=O)NCCC(=O)Nc2ccncc2)cc1,-0.1,8,i
COc1ccccc1CNC(=O)C(NC(=O)c1ccccc1C)C(C)C (stereo not drawn),0.0,12,i
O=C(NC(=S)N1CCCCC1CO)C12CC3CC(CC(C3)C1)C2 (stereo not drawn),-0.5,1,i
CC(=O)Nc1ccc(OCC(O)CN2CCN(Cc3ccccc3)CC2)cc1 (stereo not drawn),-0.5,8,i
COc1ccc2nc(SCC(=O)Nc3ccc4c(c3)OCCO4)[nH]c2c1,2.3,8,i
O=C(Cc1ccccc1Cl)Nc1cccc(S(=O)(=O)N2CCCCCC2)c1,0.3,13,.
Cc1ccc(S(=O)(=O)N[C@H](C(=O)OCn2nnc3ccccc3c2=O)C(C)C)cc1,1.9,6,i
CCN(C(=O)COC(=O)c1ccc(N2C(=O)c3ccccc3C2=O)cc1)C1CCS(=O)(=O)C1 (stereo not drawn),-1.2,21,i
COc1ccc(C(=O)C(C)OC(=O)c2cccc(S(=O)(=O)Nc3c(C)n(C)n(-c4ccccc4)c3=O)c2)cc1 (stereo not drawn),-0.1,41*,.

# More results follow.
SMILES,STK33 inh,OX1R FRET antag,KCNQ2 block
Cc1ccc(C(=O)Nc2ccc3c(c2)ncn3C)cc1,-1.4,13,i
COc1cc(S(=O)(=O)N2CCCN(C)CC2)ccc1NC(C)=O,-0.9,-4,i
O=C(NCC1CCCO1)c1cc(S(=O)(=O)N2CCOCC2)ccc1Cl (stereo not drawn),-2.1,18,i
Nc1nnc(CC(=O)N/N=C/c2ccccc2OCc2ccccc2F)s1,-1.5,10,i
Cc1cc(C(=O)COC(=O)c2ccc([N+](=O)[O-])o2)c(C)n1CC1CCCO1 (stereo not drawn),-1.1,67*,i
CC(NC(=O)CN1C(=O)NC2(CCCCCC2)C1=O)c1ccccc1Cl (stereo not drawn),-0.3,9,.
COc1cc(O)cc2occ(-c3ccc(O)cc3)c(=O)c12,1.8,10,i
COc1ccccc1CNC(=O)c1c(O)c2cc(OC)c(OC)cc2[nH]c1=O,-0.3,8,i
O=C(c1ccco1)N1CCN(C2c3ccccc3-c3ccccc32)CC1,0.1,21,i
COc1ccc(C(=O)Nc2ncc3c(n2)CC(C)CC3=O)cc1 (stereo not drawn),-0.9,6,i
O=C1NC(=O)C2(CCC(C(=O)O)C2)N1 (stereo not drawn),-1.0,4,i
COC(=O)CN(C#N)c1nc(N(C)C)nc(N(C)C)n1,2.4,11,i
O=S(=O)(NC1CCN(S(=O)(=O)c2c(F)cccc2F)CC1)c1ccc2c(c1)OCCO2,0.1,13,.
Cc1cc(CN(C)C(=O)CC2C(=O)NCCN2CC(c2ccccc2)c2ccccc2)on1 (stereo not drawn),-0.7,-1,i
Cc1ccc2cc(CN(Cc3cccs3)Cc3nnnn3CC3CCCO3)c(=O)[nH]c2c1 (stereo not drawn),-0.4,0,i
Cc1ccc(SCC(=O)Nc2cccnc2)cc1,-0.5,-6,i
COc1ccc(-n2nc(C(=O)NCC(=O)NCC3COc4ccccc4O3)c3ccccc3c2=O)cc1OC (stereo not drawn),-0.7,55,i
CCCCCCSc1nsc(NC(=O)CC(C)C)n1,-0.8,29,i
Cn1nc(C(=O)Nc2ccccc2)c2c1-c1ccccc1S(=O)(=O)C2,1.0,4,i
O=C(c1ccc(CN2CCOCC2)cc1)N1CCN(Cc2ccccc2)CC1,0.4,8,i
CC1CN(CC(=O)Nc2cccc(C(=O)Nc3cccc(C(F)(F)F)c3)c2)CC(C)O1 (stereo not drawn),3.6,34,i
O=C(CSc1n[nH]c(-c2ccc(S(=O)(=O)NC3CCCCC3)cc2)n1)N1CCCC1,0.4,7,i
Nc1nc(N)nc(-c2ccccn2)n1,-2.6,6,i
CCn1c2ccccc2c2cc(NC(=O)CSc3nccc(=O)[nH]3)ccc21,0.2,33,i
CCC(C)c1ccc(S(=O)(=O)N2CC(=O)Nc3ccccc32)cc1 (stereo not drawn),-0.3,22,i
O=C(NCC1CCCO1)c1cc2ccccc2nc1Cl (stereo not drawn),-0.6,6,i
CC1CN(C(=O)c2cc3cc([N+](=O)[O-])ccc3oc2=O)CC(C)O1 (stereo not drawn),-1.0,17,i
COc1ccc(-c2cc(C(F)F)n3ncc(C(=O)Nc4ccc(C(=O)N5CCOCC5)cc4)c3n2)cc1,.,10,i
CCCCCCCCCC(=O)Nc1cccnc1,1.5,15,i
CC(=O)c1ccc(OCCCC(=O)N2CCN(S(=O)(=O)c3cc(C)ccc3C)CC2)cc1,-0.4,17,i

# Molecules above that contain a COOH group (two):
SMILES,STK33 inh,OX1R FRET antag,KCNQ2 block
O=C(O)CCC(=O)N1CCc2cc(S(=O)(=O)N3CCC(Cc4ccccc4)CC3)ccc21,-0.9,5,i
O=C1NC(=O)C2(CCC(C(=O)O)C2)N1 (stereo not drawn),-1.0,4,i

# The list continues.
SMILES,STK33 inh,OX1R FRET antag,KCNQ2 block
Cc1ccc(S(=O)(=O)NCCC(=O)OCC(=O)N2CCCC2=O)cc1,-1.6,16,i
COc1ccc(S(=O)(=O)N2CCOCC2)cc1NC(=O)COC(=O)c1ccc([N+](=O)[O-])s1,0.3,28,.
CCOC(=O)c1ccc(NC(=O)CCOc2ccc(C)cc2)cc1,0.2,-2,i
COc1ccccc1N=Cc1c(C)c(C#N)c2[nH]c3ccccc3n2c1=O,-0.6,30,i
Cc1cccc(CSC2=NCCN2C(=O)C2CC2)c1,-2.4,13,i
CC(C)c1ccccc1-n1c(SCC(=O)c2ccc3c(c2)NC(=O)CO3)nc2ccccc2c1=O,-0.6,31,i
COC(=O)c1cc(S(=O)(=O)Nc2cccc(C)c2C)cn1C,-0.1,14,i
O=C(OC(C(=O)NC1CCCCC1)c1ccccn1)c1cccs1 (stereo not drawn),0.2,16,i
CCOC(=O)c1c(NC(=S)Nc2cc([N+](=O)[O-])ccc2OC)sc2c1CCCCC2,-0.6,34,i
COCCOc1ccc(C(F)(F)F)cc1NC(=O)COC(=O)c1ccc(N2CCCC2=O)cc1,-0.8,9,.
CCC(Sc1nc(C)cc(=O)[nH]1)C(=O)Nc1sc2c(c1C#N)CCCC2 (stereo not drawn),-0.4,37,i
CCN(C(=O)c1ccc(S(=O)(=O)N2CCCCC2)cc1)C1CCS(=O)(=O)C1 (stereo not drawn),-0.5,13,i
O=C(CSc1nnc(Cc2ccccc2)n1-c1ccc(Cl)cc1)N1CCOCC1,0.1,9,i
COc1ccc(C(=O)Nc2ccc(S(=O)(=O)NCc3ccco3)cc2)cc1OC,0.1,21,i
CCC(=O)c1ccc(OCC(=O)Nc2nc(-c3cccnc3)cs2)cc1,-2.2,22,i
O=C(NCCC1=CCCCC1)C1CC(=O)N(Cc2ccccc2)C1 (stereo not drawn),1.7,15,i
O=C(C[n+]1cccc(NC(=O)c2ccccc2)c1)c1ccccc1,0.2,20,i
O=c1cc(-c2ccc(O)cc2)oc2ccc3ccccc3c12,13,15,.
COc1ccc(OC)c(COC(=O)c2cc([N+](=O)[O-])ccc2N2CCOCC2)c1,-0.1,32*,.
COc1ccccc1C(=O)NCCC(=O)N(C)Cc1ccc(C)o1,-1.3,2,i
O=C(CCCn1c(=O)c2ccccc2n(Cc2cccc(F)c2)c1=O)NC1CCN(Cc2ccccc2)CC1,-0.1,17,i
COc1cc(OC)cc(C(=O)NCC(=O)OC2CCCCC2=O)c1 (stereo not drawn),-0.5,0,.
CC(=O)Nc1ccc(NC(=O)CSC2=NS(=O)(=O)c3ccccc3N2)cc1,.,21,i
COc1ccc(NC(=O)CN(C)CC(=O)NCc2ccc(C)cc2)cc1,0.5,7,.
N=C1C(c2nc3ccccc3[nH]2)=C(O)CN1c1ccc(F)cc1,-0.1,10,i
O=C(NCCN1CCOCC1)C(Sc1ccccc1)c1ccccc1 (stereo not drawn),-0.3,3,i
COCCCNC(=S)NNC(=O)c1csc(C)n1,-2.2,20,i
Cc1ccc(-c2noc(-c3ccccc3F)n2)cc1,-0.6,29,i
CSc1nc(C)cc(SCCO)n1,-1.4,13,i
